FBW7 activator = human FBW7 E3 ligase activation, primary screen; Q969H0; AlphaScreen FBW7–phospho-cyclin E peptide binding, activator screen; normalized activity (activation), % at 26.1 µM; 650,000 compounds, 0.13% hits; in the data active = normalized activity above about 1.9%;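 also: purified mutant Fbw7 with reduced substrate affinity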
GPR151 ag = human GPR151 activation; Q8TDV0; PathHunter beta-arrestin GPR151 cells, luminescence; activation, % at 11.2 µM; 650,000 compounds, 1% hits; in the data active = activation above about 4.9%;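 also: 0% = median of compound wells and 100% = cells with positive control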
Target sequence (Q8TDV0 whole entry, looked up): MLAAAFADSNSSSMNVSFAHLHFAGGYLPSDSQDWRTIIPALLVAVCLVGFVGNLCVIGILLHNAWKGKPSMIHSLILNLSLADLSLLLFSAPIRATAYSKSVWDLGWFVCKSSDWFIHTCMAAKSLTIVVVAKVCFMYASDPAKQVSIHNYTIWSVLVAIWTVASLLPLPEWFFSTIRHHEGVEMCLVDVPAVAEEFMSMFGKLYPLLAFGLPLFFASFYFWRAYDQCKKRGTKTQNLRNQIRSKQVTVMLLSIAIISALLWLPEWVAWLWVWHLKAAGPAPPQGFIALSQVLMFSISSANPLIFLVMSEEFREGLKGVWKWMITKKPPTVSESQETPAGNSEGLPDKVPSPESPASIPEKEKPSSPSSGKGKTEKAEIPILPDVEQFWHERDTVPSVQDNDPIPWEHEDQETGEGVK
MITF primary = inhibitors of human MITF | inhibition, % at 2.6 µM | AlphaScreen MITF homodimerization, bead proximity signal | AID 1259374 | 650,000 compounds, 0.91% hits | O75030; in the data active = inhibition above about 50%;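 also: 0% = vehicle wells with protein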
Target sequence (O75030 whole entry, looked up): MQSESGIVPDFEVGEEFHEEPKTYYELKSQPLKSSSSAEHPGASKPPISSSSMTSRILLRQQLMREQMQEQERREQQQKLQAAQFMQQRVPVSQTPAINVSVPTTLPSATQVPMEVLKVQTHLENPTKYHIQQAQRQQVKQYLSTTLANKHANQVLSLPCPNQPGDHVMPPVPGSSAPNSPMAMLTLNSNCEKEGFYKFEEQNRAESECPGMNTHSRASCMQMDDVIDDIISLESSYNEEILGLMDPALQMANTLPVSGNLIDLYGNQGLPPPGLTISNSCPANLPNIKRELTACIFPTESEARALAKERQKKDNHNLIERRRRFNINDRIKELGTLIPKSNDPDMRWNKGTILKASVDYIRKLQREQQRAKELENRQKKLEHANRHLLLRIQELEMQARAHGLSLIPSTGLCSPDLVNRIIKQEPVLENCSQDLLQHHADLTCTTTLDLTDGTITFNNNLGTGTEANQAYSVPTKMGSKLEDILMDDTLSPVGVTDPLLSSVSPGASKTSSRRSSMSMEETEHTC
TEAD-YAP block = TEAD-YAP interaction inhibition; HEK-TIYL cells, TEAD-Gal4/YAP UAS-luciferase luminescence; AID 1259422; 640,000 compounds, 1.4% hits; inhibition, % at 9.12 µM; in the data active = inhibition above about 32%;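 also: 0% = median of test compound wells and 100% = reference inhibitor wells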
An asterisk follows results filed as active; . = no result given. Hits appear at their usual frequency; any-hit rate near 3.5%.

SMILES	FBW7 activator	GPR151 ag	MITF primary	TEAD-YAP block
COc1cc(/C=N/NC(=O)C(C)SCc2ccccc2)ccc1O (centres undefined)	0.1	-0.5	11	-2
CCOc1ccc(CCNC(=O)Cn2nc(-c3ccc(C)c(S(=O)(=O)N4CCCCC4)c3)c3ccccc3c2=O)cc1OCC	0.0	-0.5	3	7
COc1cccc(CN2CCN(Cc3ccc(C#CC(C)(C)O)cc3)CC2CCO)c1 (centres undefined)	-0.2	-1.6	-4	-1
COc1ccc(Cl)cc1NC(=S)NCCO	0.6	2.7	13	14
O=C(Nc1ccc(-c2nc3ccccc3o2)cc1)c1ccc(Br)o1	0.1	-0.8	-6	-35
CCC(C)(C(=O)NC1CCCC1)N(C(=O)c1ccccn1)c1ccccc1 (centres undefined)	0.0	0.3	4	7
Cc1ccc(Cc2c(C)nc3nc(SCC(=O)NC4CC4)nn3c2C)cc1	0.0	0.0	-1	-9
CCc1cccc(CC)c1NC(=O)c1oc(=O)c2ccccc2c1-c1ccc(C)cc1	0.3	0.2	6	10
CC1CCCN(C(=O)Cn2nnc(-c3ccccc3Cl)n2)C1 (centres undefined)	0.1	-0.6	8	-36
CCOCC(=O)Nc1ccc(S(=O)(=O)N2CCC(C)CC2)cc1	0.6	0.4	9	15
CCC(C(=O)Nc1ccccc1C(F)(F)F)c1ccccc1 (centres undefined)	-0.1	0.0	-5	-1
Cc1cccc(NC(=O)Nc2cnn(-c3cccc(C(=O)Nc4ccnc(C)c4)c3)c2)c1	0.0	6.6*	-5	25
Cc1cc(N2CCCC2)ccc1/C=C1\NC(=S)N(C)C1=O	0.2	0.1	4	-36
O=c1c2c(Br)c3c(=O)n(CCO)c(=O)c3c(Br)c2c(=O)n1CCO	0.0	0.1	9	5
COc1ccc2cc(CN(Cc3cccnc3)S(=O)(=O)c3ccc(C)cc3)c(=O)[nH]c2c1	0.1	1.2	10	-4
Cn1c(-c2ccc(C=O)o2)nc2ccccc21	-0.1	-3.8	1	-25
CCOC(=O)N1N=C(c2ccc(OC)cc2)CC1(O)C(F)(F)F (centres undefined)	0.4	-0.3	6	-32
O=C(NCCCN1CCCC1=O)c1ccnc(N2CCN(Cc3ccc4c(c3)OCO4)CC2)c1	0.0	0.9	3	14
Clc1ccc2c(c1)CC(c1nc3ncc(-c4ccncc4)cc3[nH]1)CO2 (centres undefined)	-0.1	0.2	-5	25
CC(C)(C)OC(=O)NCCC(=O)Oc1ccc2c3c(c(=O)oc2c1)CCCC3	0.5	-1.6	7	-5
CC(=O)Nc1cnc(NC(=O)c2ccccc2Cl)cc1C	0.3	-0.5	-1	-30
CCOc1ccc(OCC)c(Nc2cc(C)nc3ncnn23)c1	0.5	-0.2	12	1
Cc1ncn(-c2ccc(Nc3ncc4cccc(-c5ccc(F)cc5)c4n3)cc2)n1	0.0	0.7	5	18
Cc1ccc2cc(CNc3ccccc3)c(=O)n(CC(=O)Nc3ccccc3C)c2c1	0.1	-0.2	-1	7
CCOc1cc2[nH]c(=S)n(CC3CCCN3CC)c(=O)c2cc1OCC (centres undefined)	-0.1	0.7	-4	2

Remaining list, next part
SMILES	FBW7 activator	GPR151 ag	MITF primary	TEAD-YAP block
Cc1noc(C)c1-c1nc(NCCc2ccc(O)cc2)c2ncn(-c3ccsc3)c2n1	-0.1	0.4	-9	20
Cc1ccc2c(Cl)c(C(=O)NC34CC5CC(CC(C5)C3)C4)sc2c1	-0.1	-0.8	-13	5
COc1ccc(/C(C)=N/N=C(\N)SC2CC(=O)N(c3ccc(C(=O)O)cc3)C2=O)cc1 (centres undefined)	0.1	1.8	1	0
O=C(N/N=C/c1ccc(Br)cc1)C1CC1c1ccccc1 (centres undefined)	0.2	-0.3	0	10
O=C(CSC1=NCCS1)Nc1nc(-c2ccccc2)cs1	-0.1	-0.2	4	-29
O=C(/C=C/c1cccs1)OCC(=O)c1ccc([N+](=O)[O-])cc1	0.0	-1.0	12	-2
O=C(Oc1ccc(F)cc1)C1c2ccccc2Oc2ccccc21	0.1	-0.9	-4	7
CCOC(=O)Cc1csc(NC(=O)COc2ccc(Br)cc2C)n1	0.2	-2.0	2	5
COC(=O)c1sc2nc3c(c(-c4ccc(Cl)cc4)c2c1N)CCC3	0.5	-1.1	3	-12
CN(C)/N=C/c1ccc(N2CCOCC2)cc1	0.8	-1.4	9	4
O=C(O)Cc1ccc(NC(=O)c2ccc3c(c2)C(=O)N(CC2CCCO2)C3=O)cc1 (centres undefined)	-0.1	-1.4	6	7
CCC(C)C(NC(N)=O)C(=O)NC1CCC(C)CC1 (centres undefined)	0.1	3.4	8	-12
COc1cccc(C(=O)Nc2cccc(N=C(N)CCCC(=O)O)c2)c1	-0.2	0.1	-16	9
Cc1ccccc1OCC(=O)Nc1ccc2c(c1)oc1ccccc12	0.0	-1.6	6	-3
O=C1NC2(O)C(=O)c3ccccc3C2(O)N1c1ccccc1 (centres undefined)	0.0	1.9	1	-3
Cc1sc2nc(C3CC3)nc(SCC(N)=O)c2c1C	0.1	6.8*	6	7
CCN1CCN(C(=O)c2ccc(Cl)c(S(=O)(=O)N3CCOCC3)c2)CC1	0.3	-0.3	8	4
CCOC(=O)OC[C@H]1O[C@H](C#Cc2ccc(F)cc2F)C=C[C@@H]1OC(=O)OCC	0.0	-0.5	1	.
CCCOc1ccc(NC(=O)C(=O)NCCCN2CCOCC2)cc1	-0.2	0.0	9	2
CCOC(=O)Cn1c(Sc2nc3c(c(=O)n(C)c(=O)n3C)n2C)nc2ccccc21	0.1	-0.5	2	-7
COCCNC(=O)C(=O)NCC1OCCN1S(=O)(=O)c1ccc(F)cc1 (centres undefined)	0.2	0.4	-6	-2
CCn1cc(C(=O)N(C)c2cc(C)ccc2C)c2cc(OC)c(OC)cc2c1=O	0.1	1.5	-8	-19
NC(=O)C1CCN(Cc2cc(=O)oc3cc(O)ccc23)CC1	0.1	3.3	17	-4
CC1=C(C(=O)OC(C)C(C)(C)C)C(c2ccc(N(C)C)cc2)NC(=O)N1 (centres undefined)	0.3	-3.0	5	-26
O=C1OC(OC2CCCCC2)(c2ccccc2)c2ccccc21 (centres undefined)	-0.1	1.1	3	0

Other structures.
SMILES	FBW7 activator	GPR151 ag	MITF primary	TEAD-YAP block
O=C(c1cccnc1)N(c1ccc2oc(=O)sc2c1)S(=O)(=O)c1cccs1	-0.1	0.4	6	4
O=c1c(-c2ccc(Cl)cc2)coc2cc(OCc3ccc(F)cc3)ccc12	0.0	-0.2	-7	1
COc1ccc(S(=O)(=O)Nc2ccccc2C(F)(F)F)cc1Cl	0.1	0.2	-5	6
C/C(Cl)=C\Cn1cnc2c1c(=O)n(C)c(=O)n2C	0.2	0.1	-1	-10
N#Cc1ccc(Cl)cc1NC(=O)COC(=O)CCc1ccccc1	0.1	-0.5	-7	0
CCCCOC(=O)c1ccc2c(c1)C1C=CCC1C(C(=O)O)N2 (centres undefined)	0.0	1.2	45	10
C=CCNC(=O)C(=O)NCc1ccc(CC)cc1	-0.1	0.2	-8	-17
Cc1csc(SCc2cc(=O)c(OC(=O)c3ccco3)co2)n1	-0.1	0.6	9	-1
CC(C)N(Cc1nc(-c2ccc(Cl)cc2)no1)C(=O)CC(C)(C)C	0.6	-0.3	6	-1
O=C(O)c1ccc(C2CCCCC2)cc1	0.0	0.2	4	3
CCOc1cccc2c1OC1(C)CC2NC(=O)N1c1cccc(Br)c1 (centres undefined)	0.0	0.1	2	10
O=C1OC(/C=C/c2ccc(Cl)cc2)=NC/1=C/c1ccc([N+](=O)[O-])cc1	-0.1	-0.6	5	4
CCCCNC(=O)c1cc(=O)[nH]c2ccc(S(=O)(=O)N3CCCC(C)C3)cc12 (centres undefined)	0.1	0.4	0	-1
O=C(O)CCCC(=O)Nc1nc(C23CC4CC(CC(C4)C2)C3)cs1	0.0	-0.7	25	6
CCCCCNC(=O)c1cc(S(=O)(=O)N2CCOCC2)ccc1SCc1cccc(OC)c1OC	-0.1	-0.9	-2	-7
CC(NC(=O)c1ccc2nc(N3CCOCC3)sc2c1)c1ccc2c(c1)OCCO2 (centres undefined)	-0.1	0.9	5	3
O=c1c2ccccc2c(-c2ccccc2)nn1-c1cc(Cl)ccc1[N+](=O)[O-]	-0.2	1.3	1	1
CCOc1cc(CNc2ccc(OC)cc2)ccc1OCC(=O)NC(C)(C)C	-0.2	1.2	1	5
Cc1ccc(NC(=S)NNC(=O)c2ccccc2O)c(C)c1	0.0	-1.4	1	-5
Cn1c(SCC(=O)NCc2ccco2)nnc1-c1ccccc1O	-0.1	-0.7	-7	-4
CCCN(CCC)S(=O)(=O)c1ccc(C(=O)Nc2c3c(nn2-c2ccc(C)cc2C)CSC3)cc1	-0.1	0.4	-8	7
COc1ccccc1CNC(=O)c1cc(S(=O)(=O)N2CCOCC2)ccc1F	0.2	0.2	1	0
O=C(Nc1nc2ccc([N+](=O)[O-])cc2s1)c1ccc(Br)cc1	-0.1	-0.5	-2	7
Cn1nnnc1SCC(=O)c1cccs1	0.2	0.0	-2	-6
O=C(Nc1ccc(S(=O)(=O)Nc2nccs2)cc1)c1ccncc1	-0.2	0.2	-10	-9
O=C(NCCCN1CCCC1=O)c1ccnc(-c2ccc(N3CCOCC3)nc2)c1	0.1	0.3	8	-12
CCCCCCNC(=O)CCNC(=O)c1cc(OC)c(OC)c(OC)c1	0.0	-0.1	-6	-7
Cc1ccc(N/C(SCc2cccc([N+](=O)[O-])c2)=C(/C#N)C(N)=O)cc1C	-0.2	-2.3	6	6

Quoted from the listing (22 entries):
SMILES	FBW7 activator	GPR151 ag	MITF primary	TEAD-YAP block
O=C(c1cccnc1)N(c1ccc2oc(=O)sc2c1)S(=O)(=O)c1cccs1	-0.1	0.4	6	4
O=c1c(-c2ccc(Cl)cc2)coc2cc(OCc3ccc(F)cc3)ccc12	0.0	-0.2	-7	1
COc1ccc(S(=O)(=O)Nc2ccccc2C(F)(F)F)cc1Cl	0.1	0.2	-5	6
C/C(Cl)=C\Cn1cnc2c1c(=O)n(C)c(=O)n2C	0.2	0.1	-1	-10
N#Cc1ccc(Cl)cc1NC(=O)COC(=O)CCc1ccccc1	0.1	-0.5	-7	0
CCCCOC(=O)c1ccc2c(c1)C1C=CCC1C(C(=O)O)N2 (centres undefined)	0.0	1.2	45	10
C=CCNC(=O)C(=O)NCc1ccc(CC)cc1	-0.1	0.2	-8	-17
Cc1csc(SCc2cc(=O)c(OC(=O)c3ccco3)co2)n1	-0.1	0.6	9	-1
CC(C)N(Cc1nc(-c2ccc(Cl)cc2)no1)C(=O)CC(C)(C)C	0.6	-0.3	6	-1
O=C(O)c1ccc(C2CCCCC2)cc1	0.0	0.2	4	3
CCOc1cccc2c1OC1(C)CC2NC(=O)N1c1cccc(Br)c1 (centres undefined)	0.0	0.1	2	10
O=C1OC(/C=C/c2ccc(Cl)cc2)=NC/1=C/c1ccc([N+](=O)[O-])cc1	-0.1	-0.6	5	4
CCCCNC(=O)c1cc(=O)[nH]c2ccc(S(=O)(=O)N3CCCC(C)C3)cc12 (centres undefined)	0.1	0.4	0	-1
O=C(O)CCCC(=O)Nc1nc(C23CC4CC(CC(C4)C2)C3)cs1	0.0	-0.7	25	6
CCCCCNC(=O)c1cc(S(=O)(=O)N2CCOCC2)ccc1SCc1cccc(OC)c1OC	-0.1	-0.9	-2	-7
CC(NC(=O)c1ccc2nc(N3CCOCC3)sc2c1)c1ccc2c(c1)OCCO2 (centres undefined)	-0.1	0.9	5	3
O=c1c2ccccc2c(-c2ccccc2)nn1-c1cc(Cl)ccc1[N+](=O)[O-]	-0.2	1.3	1	1
CCOc1cc(CNc2ccc(OC)cc2)ccc1OCC(=O)NC(C)(C)C	-0.2	1.2	1	5
Cc1ccc(NC(=S)NNC(=O)c2ccccc2O)c(C)c1	0.0	-1.4	1	-5
Cn1c(SCC(=O)NCc2ccco2)nnc1-c1ccccc1O	-0.1	-0.7	-7	-4
CCCN(CCC)S(=O)(=O)c1ccc(C(=O)Nc2c3c(nn2-c2ccc(C)cc2C)CSC3)cc1	-0.1	0.4	-8	7
COc1ccccc1CNC(=O)c1cc(S(=O)(=O)N2CCOCC2)ccc1F	0.2	0.2	1	0
